Compound activity (PubChem BioAssay)
ERK EGF inh: blocks ERK signaling stimulated by EGF; AID 1454; Potency, µM (highest dose often 11.5 µM), without a hit: top-dose activity change, negative = inhibition, usual class: inhibitors; HEK293-V1b, EGF-stimulated phospho-ERK AlphaScreen; hit rate 0.41% among 130,000; active = well fitted inhibition curve with a large enough effect; inconclusive = small, poorly fitted or top-dose-only effect, or effect the other way;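 note: plate controls were stimulated vehicle wells for no effect and unstimulated vehicle basal for full effect; nearly all actives have a fitted effect of over 55% in size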
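Homogeneous cell-based phospho-ERK assay: HEK293/V1b cells in 1% FBS, compound 30 min then EGF 5 min, AlphaScreen luminescence. Activity normalized between DMSO and 25 nM EGF controls; AC50 from Hill modelling.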
* = called active by the depositor; u = inconclusive; [ ] = another dose, or the depositor's remark. Potency is the fitted concentration of half-maximal effect. The list is partial; the hit share may differ from the screen's.

SMILES	ERK EGF inh
COc1ccccc1N1CCN(CC(=O)NC(=O)NCc2ccco2)CC1	2%
CC1CCN(c2ccc([N+](=O)[O-])cc2C(=O)O)CC1	0%
CC1CCN(S(=O)(=O)c2ccc(C(C)C)cc2)CC1	4%
CCCSc1ccc2nc(-c3ccccc3)cn2c1	u
CCOC(=O)c1sc(NC(=O)Cc2ccc(C)cc2)nc1C	-3%
O=C(COc1ccc(C(F)(F)F)cc1[N+](=O)[O-])Nc1cccc(C(F)(F)F)c1	2%
O=C(O)CSc1c(-c2ccccc2)[nH]c2ccccc12	-8%
COc1cccc(/C=C/C(=O)c2ccc(C)c([N+](=O)[O-])c2)c1	3%
O=C(Nc1ccc(N2CCOCC2)c(Cl)c1)c1ccccc1Cl	-5%
CCOC(=O)c1ccc(N/C=C/C(=O)c2ccccc2)cc1	u
O=C(CN1CCN(Cc2ccccc2Cl)CC1)N/N=C/C=C/c1ccco1	-1%[57.5 µM]
CC(C)Cn1c(N)c(C(=O)COC(=O)c2c(F)cccc2F)c(=O)n(C)c1=O	8%
CC/C(CC(=O)C(F)(F)F)=N\NC(=O)/C(C#N)=C/N(C)C	-5%
C/C(=N\NC(=O)c1nn(C)c(C)c1Br)c1cccc(NC(=O)c2ccc(F)cc2)c1	11%
C=CCNC(=S)Nc1nc2c(cc1C(=O)OCC)COC(C)(C)C2	5%[57.5 µM]
COc1ccccc1N1CCN(c2ccc([N+](=O)[O-])nc2)CC1	-8%
COc1ccc(OC)c(S(=O)(=O)NCCc2cn3ccsc3n2)c1	-4%
CC(=O)c1ccc(-c2nnc(CCC(=O)N(C)Cc3cccc4cnccc34)o2)s1	6%[57.5 µM]
CC(CCc1ccc(O)cc1)NCCc1ccc(O)c(O)c1 (stereo not drawn)	u
Cc1ccc(NC(=O)Nc2c(Cl)cccc2Cl)cn1	2%[57.5 µM]
O=C(CSc1ccccc1)Nc1cccc(S(=O)(=O)N2CCCC2)c1	-3%
COc1ccc(Cn2c(=O)sc3ccccc3c2=O)cc1	-2%
O=c1[nH]cnc2ccsc12	-4%
O=c1oc(/C=C/c2ccccc2)nc2ccccc12	-12%
CCC(CO)NCCNC(CC)CO (stereo not drawn)	-17%[57.5 µM]
Fc1ccc(C(OCCCc2cnc[nH]2)c2ccc(F)cc2)cc1	8%
CC(C)Nc1nc(NC(C)C)nc(N(C#N)C(C)C(=O)N(C)C)n1 (stereo not drawn)	2%
O=C(N/N=C/c1cccnc1)c1ccccc1OCc1ccc(Cl)cc1	-3%
CCOC(=O)c1ccc(NC(=O)N2CCN(c3ccccc3OC)CC2)cc1	6%
Cn1c(CN2CCCC2)c(C#N)c2ccccc21	13%

Ordered by molecular weight (rising): 3 of the compounds above
SMILES	ERK EGF inh
CCOC(=O)c1sc(NC(=O)Cc2ccc(C)cc2)nc1C	-3%
O=C(N/N=C/c1cccnc1)c1ccccc1OCc1ccc(Cl)cc1	-3%
CCOC(=O)c1ccc(NC(=O)N2CCN(c3ccccc3OC)CC2)cc1	6%

The list continues:
SMILES	ERK EGF inh
CCc1cccc2c(C(=O)CN3C(=O)NC(C)(c4cccc5ccccc45)C3=O)c[nH]c12 (stereo not drawn)	-18%
COc1ccccc1OCc1nc(-c2ccc([N+](=O)[O-])cc2)no1	-23%
O/N=C/c1ccc(OCc2ccccc2)c(Br)c1	1%
O=C(NC(=S)Nc1ccccc1N1CCOCC1)c1ccc(-c2ccccc2F)o1	u
CSCC[C@H](NC(=O)OC(C)(C)C)C(=O)N1CCC(C(=O)N[C@@H](C)C(=O)O)CC1	0%[57.5 µM]
O=C(NC(Cc1ccccc1)C(=O)O)/C(=C\c1ccco1)NC(=O)c1ccccc1 (stereo not drawn)	-5%
CC(C)(C)c1ccc(Oc2ccc(NC(=O)c3ccco3)cn2)cc1	-15%[57.5 µM]
Clc1ccc(-c2nnc(-c3cccc4ccccc34)o2)cc1Cl	-10%[57.5 µM]
CCOC(=O)c1c(-c2ccc(OC)cc2)csc1NC(=O)CSc1ncnc2sccc12	-1%
Cc1cc(C)c(C(N)=O)c(Nc2cccc3ccccc23)n1	1%
Cn1ccnc1SCC(=O)N1CCN(S(=O)(=O)c2ccccc2)CC1	0%
N#C/C(C(=S)Nc1ccccc1)=C1/NN=C(N2CCOCC2)N1c1ccccc1	-1%
CCC(=O)OC1(C)C(=O)C=C2C=C(C3CC3)OC=C2C1=O (stereo not drawn)	-5%
Cc1ccccc1C1N(c2nccs2)C(=O)C2CCCN21 (stereo not drawn)	-9%[57.5 µM]
Cc1ccc(C(=O)NC(NCc2ccccc2)C(Cl)(Cl)Cl)cc1 (stereo not drawn)	0%
CN1/C(=C\C(=O)COC(=O)c2ccc([N+](=O)[O-])o2)C(C)(C)c2ccccc21	u
O=C(CN1CCN(c2ccc(O)cc2)CC1)Nc1ccc2c(c1)OCCO2	-6%
CC1=NN(c2ccccc2)C(=O)C1c1ccccc1 (stereo not drawn)	-10%
Cn1c(CCCOc2ccc(Cl)cc2Cl)nnc1SCC(=O)Nc1cccc(F)c1	-1%
c1ccc(-c2nc3ccccn3c2NC2CCCC2)nc1	u
COc1ccc(-n2c(=O)c(C)nc3cnc(N4CCNCC4)nc32)cc1	-3%
CCc1ccc(/C(C)=N/NC(=O)c2ccccn2)cc1	u
COc1ccc2c(c1)O[C@@H](c1cccc(C(F)(F)F)c1)[C@H](OC(=O)N[C@H](C)C1CCCCC1)C2=O	0%
Cc1nnc(N/N=C/c2ccc(-c3ccccc3F)o2)n1N	3%[57.5 µM]
O=C(NN=C(Cc1ccccc1)Cc1ccccc1)C1CC1	4%
OCC1CCCN(Cc2cn(Cc3ccccc3)nc2-c2cc3ccccc3o2)C1 (stereo not drawn)	-2%
COc1ccc2c(c1)[nH]c1c(=O)n(Cc3ccncc3)cnc12	6%[57.5 µM]
CC(C)C(=O)NN(C(=O)c1ccccc1)c1ccccc1	15%
CCN(C(=O)COC(=O)/C=C/c1nc2ccccc2s1)C1CCS(=O)(=O)C1 (stereo not drawn)	-10%
COc1cc(/C=C2/SC(=S)N(c3ccccc3)C2=O)ccc1Oc1nc(N2CCOCC2)nc(N2CCOCC2)n1	-3%
CCCCOc1ccc(C(O)(CCC)CCN2CCOCC2)cc1 (stereo not drawn)	-9%
Fc1ccc(-n2nnc(-c3cnc4ccccc4c3)n2)cc1	-3%[57.5 µM]
CCC(C)NC(=O)Nc1ccc(F)c(Cl)c1 (stereo not drawn)	-6%
O=C(CSc1ccc(-c2ccccn2)nn1)NCc1ccccc1	-1%
Cc1nn(-c2ccccc2)c(Cl)c1C(=O)NCc1cccs1	-4%
OC1CCCN(Cc2cn(Cc3ccccc3)nc2-c2cc3ccccc3o2)C1 (stereo not drawn)	-5%
CCCCNc1nc(C)nc2c1nc(-c1ccccc1)n2CCCN1CCCCC1C (stereo not drawn)	u
Cc1ccc(/C=N/n2c(-c3cccnc3)n[nH]c2=S)s1	-7%
O=[N+]([O-])c1cccc(/C=N/N2CCN(Cc3ccccc3)CC2)c1	u
Cc1[nH]c2c(ccc3cccnc32)c1C	-5%[57.5 µM]
Cc1cccc(NC(=O)C2C3C=CC(C4CC34)C2C(=O)O)c1 (stereo not drawn)	2%
NC(N)=NCCN1CCCCCCC1	2%
N#CC1=C(N)OC2=C(C(=O)CC(c3ccccc3)C2)C1c1cccnc1 (stereo not drawn)	4%
Cn1c(=O)c([N+](=O)[O-])c(N2CCN(Cc3ccc4c(c3)OCO4)CC2)c2ccccc21	-11%[57.5 µM]
CCn1c(C)[n+](CC)c2ccc(S(=O)(=O)NC)cc21	4%
CCn1ccc(C(=O)NC2=NCCS2)n1	-9%
CCC(Sc1ncccc1C(=O)O)C(=O)N1CCCC1 (stereo not drawn)	7%
Cc1cc(N2CCN(C)CC2)ccc1NC(=O)c1c2c(nc3ccccc13)CCN(Cc1ccccc1)C2	-13%
CCOC(=O)C1=C(C)NC(=S)NC1c1cccs1 (stereo not drawn)	0%
On1nnc2cc(C(F)(F)F)ccc21	-4%
NC(=O)CC(NC(=O)Cc1ccc(Cl)cc1)c1ccc(NCC2CC2)c([N+](=O)[O-])c1 (stereo not drawn)	-12%[57.5 µM]
COc1ccc(-c2nc3c4ccccc4ccn3c2C=O)cc1	4%
COc1cc2ccc(=O)oc2cc1OCC(O)C(C)(C)O (stereo not drawn)	-11%[57.5 µM]
Cc1cc(OC(=O)c2ccccc2Cl)ccc1N1C(=O)CCC1=O	-12%
Cc1ccnc(NC(=S)NC(=O)c2cccs2)c1	6%
CC(=O)Nc1cccc2c1C(=O)N(c1ccccc1OC(C)=O)C2=O	33%
Cc1cccc(NC(=O)Nc2ccncc2)c1	-2%
O=C(Nc1ccccc1C(=O)NC1CCCCC1)c1ccco1	-1%
Cc1ccc(N(C(C)C(=O)NCc2ccncc2)S(C)(=O)=O)cc1C (stereo not drawn)	4%
COc1ccccc1C1(CCNS(=O)(=O)c2ccc(C)cc2)CCOC(C(C)C)C1 (stereo not drawn)	-1%

Structures listed so far containing bromine, in the order listed:
SMILES	ERK EGF inh
C/C(=N\NC(=O)c1nn(C)c(C)c1Br)c1cccc(NC(=O)c2ccc(F)cc2)c1	11%
O/N=C/c1ccc(OCc2ccccc2)c(Br)c1	1%

Continued:
SMILES	ERK EGF inh
CCOc1ccc(NC(=O)CCC(=O)N/N=C/c2ccc3c(c2)OCO3)cc1	-1%
C=CCn1c(O)c(N=NC(=O)CNC(=O)/C=C/c2ccc(OC)cc2)c2ccccc21	0%[57.5 µM]
COC(=O)N/N=C/c1ccc(-c2ccc(C)c(Cl)c2)o1	-3%
COc1ccc(O)c(C(=O)c2cnc3c(c2)c(-c2ccc(F)cc2)c(C#N)c(=O)n3C)c1	-11%
C=CCn1c(C)c(C(C)=O)cc(NC(=O)c2ccccc2)c1=O	-8%
CC1CCC(=NNc2ccc(C(F)(F)F)cc2[N+](=O)[O-])CC1 (stereo not drawn)	u
CCCCn1c(=O)[nH]c(=O)c2c(C(=O)OCC)cc(-c3cccs3)nc21	8%
NS(=O)(=O)c1cccc(NC(=O)CSc2nc3ccccc3[nH]2)c1	-6%[57.5 µM]
CC(OC(=O)c1cccnc1Cl)C(=O)Nc1ccc(S(N)(=O)=O)cc1 (stereo not drawn)	-9%
Cn1nccc1NC(=O)NC(=O)c1c(Cl)cccc1Cl	-4%[57.5 µM]
COc1cc(/C=N/Nc2ccc(S(N)(=O)=O)cc2[N+](=O)[O-])cc(OC)c1O	-14%[57.5 µM]
CN1[C@@H](CC(=O)c2ccccc2)CCC[C@H]1C[C@H](O)c1ccccc1	8%
O=C(CSc1nc2ccccc2c(=O)n1-c1ccccc1)NC(=O)CN1CCCC1=O	u
COC(=O)C1=C(C)Nc2c(c(=O)n(C)c(=O)n2C)C1c1ccncc1 (stereo not drawn)	1%
C(=N\N1CCN(Cc2ccccc2)CC1)/c1cccnc1	4%
O=C(CSc1nnc(-c2ccccc2Cl)o1)Oc1ccc(Br)cc1	1%
O=C1NC2(CCCCC2)C(=O)N1CCS(=O)(=O)Oc1ccc(Br)cc1	-1%
Cc1cc(C)c(NC(=O)CSc2nnc(-c3ccccn3)n2N)c(Cl)c1	-2%[57.5 µM]
Cc1nc(C(=O)NCc2ccccc2)sc1C1(C)CC(c2ccccc2)=NO1 (stereo not drawn)	13%[57.5 µM]
O=C(CSc1cn(CC(=O)N2CCCCC2)c2ccccc12)NCC1CCCO1 (stereo not drawn)	4%
O=C(Cc1ccc(Cl)cc1)c1c(O)cc(O)cc1O	-8%
CCCN(CCC)S(=O)(=O)c1ccc(C(=O)OCCN2C(=O)c3cccc4c(N5CCOCC5)ccc(c34)C2=O)cc1	-5%
CC1(c2ccccc2)CC(C)(C)N2C(=O)C(=O)c3cccc1c32 (stereo not drawn)	-11%[57.5 µM]
CCOC(=O)N1CCN(C(=O)c2cn(CC)c3ccc(S(=O)(=O)N4CCC(C)CC4)cc3c2=O)CC1	2%
N#Cc1cccc(C#N)c1Oc1ccc(S(=O)(=O)Nc2ccc(Cl)cc2)cc1	-3%[57.5 µM]
NNC(=O)c1ccc(OCC2CC(c3ccc(Cl)cc3)=NO2)cc1 (stereo not drawn)	4%[57.5 µM]
O=C(NCc1cccnc1)c1ccc(N2CCOCC2)c([N+](=O)[O-])c1	18%
COc1cc2c(cc1OC)C[N+](C)(C)CC2	1%[57.5 µM]
CCN(CC)S(=O)(=O)c1cccc(NC(=O)COC(=O)/C=C/c2cccs2)c1	-1%[57.5 µM]
CCCc1nc(SC)[nH]c(=O)c1C	-4%[57.5 µM]
CCc1cc2c(=O)n(Cc3ccccc3)c(SC3CCOC3=O)nc2s1 (stereo not drawn)	-1%[57.5 µM]
Cc1ccc(SCC(=O)NCc2ccc(F)cc2)cc1	-11%

A portion from the list above, for reference:
SMILES	ERK EGF inh
C(=N\N1CCN(Cc2ccccc2)CC1)/c1cccnc1	4%
O=C(CSc1nnc(-c2ccccc2Cl)o1)Oc1ccc(Br)cc1	1%
O=C1NC2(CCCCC2)C(=O)N1CCS(=O)(=O)Oc1ccc(Br)cc1	-1%
Cc1cc(C)c(NC(=O)CSc2nnc(-c3ccccn3)n2N)c(Cl)c1	-2%[57.5 µM]
Cc1nc(C(=O)NCc2ccccc2)sc1C1(C)CC(c2ccccc2)=NO1 (stereo not drawn)	13%[57.5 µM]
O=C(CSc1cn(CC(=O)N2CCCCC2)c2ccccc12)NCC1CCCO1 (stereo not drawn)	4%
O=C(Cc1ccc(Cl)cc1)c1c(O)cc(O)cc1O	-8%
